From PubChem BioAssay
Tn7 DDE FP: DD(E)-Tn7 binding inhibition, primary FP screen. 370,000 compounds, 0.13% hits. inhibition, % at 8.3 µM. FP displacement of FITC-Tn7 peptide from fibrin DD(E); 0% = median of compound wells per plate. P02675;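 active = inhibition above the mean of compounds falling within the control limits plus 3 SD of them, cut at about 14% in these data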;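 note: 0% = plate median of compound wells and 100% = 10 µM Aha-Tn7 peptide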
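Measure: % inhibition scaled between sample-field median and high-control FP; Test system: human fibrin DD(E); Quantity: 2 µM final DD(E) protein; Doses: one dose, 8.3 µM nominal; Schedule: compound with protein 10 min, then 3 h after probe, room temperature; Detection: fluorescence polarization; Medium: Tris buffer with calcium and detergent, pH 7.8.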
DDE Tn6 FP inh: inhibitors of Tn6 peptide binding to human fibrin DD(E) | Fibrin DD(E) TRITC-Tn6 fluorescence polarization displacement | P02675 | inhibition, % at 8.3 µM | 370,000 compounds, 0.21% hits | AID 720509;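 active = inhibition above a per-campaign cutoff: mean of compounds within control limits plus 3 SD, cut at about 15% in these data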;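 note: 0% = median of all compound wells on the plate and 100% = blocking peptide control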
HGIII-sPLA2 inh: Inhibits HGIII-sPLA2 liposome hydrolysis, primary screen | QFRET BODIPY PC-A2 liposome hydrolysis, fluorescence | inhibition, % at 12.2 µM | 370,000 compounds, 0.56% hits | AID 743126 | Q9NZ20;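 active = inhibition above mean plus 3 SD of compounds lying within the high and low control bounds, cut at about 19% in these data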;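 note: 0% = median of test compound wells and 100% = no enzyme DMSO wells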
Rev-erbA mod: Rev-erb alpha (human) modulation. Rev-erbα–FITC-DNA binding, fluorescence polarization, 90 min. 370,000 compounds, 0.79% hits. activity, % at 10 µM. AID 1259318. P20393;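 active = activity above about 14%, limit read from the data; passing the limit was not always enough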;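 note: 0% = DMSO wells with 35 nM protein and 100% = DMSO wells with 750 nM protein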
Target sequence (P20393 whole entry, looked up): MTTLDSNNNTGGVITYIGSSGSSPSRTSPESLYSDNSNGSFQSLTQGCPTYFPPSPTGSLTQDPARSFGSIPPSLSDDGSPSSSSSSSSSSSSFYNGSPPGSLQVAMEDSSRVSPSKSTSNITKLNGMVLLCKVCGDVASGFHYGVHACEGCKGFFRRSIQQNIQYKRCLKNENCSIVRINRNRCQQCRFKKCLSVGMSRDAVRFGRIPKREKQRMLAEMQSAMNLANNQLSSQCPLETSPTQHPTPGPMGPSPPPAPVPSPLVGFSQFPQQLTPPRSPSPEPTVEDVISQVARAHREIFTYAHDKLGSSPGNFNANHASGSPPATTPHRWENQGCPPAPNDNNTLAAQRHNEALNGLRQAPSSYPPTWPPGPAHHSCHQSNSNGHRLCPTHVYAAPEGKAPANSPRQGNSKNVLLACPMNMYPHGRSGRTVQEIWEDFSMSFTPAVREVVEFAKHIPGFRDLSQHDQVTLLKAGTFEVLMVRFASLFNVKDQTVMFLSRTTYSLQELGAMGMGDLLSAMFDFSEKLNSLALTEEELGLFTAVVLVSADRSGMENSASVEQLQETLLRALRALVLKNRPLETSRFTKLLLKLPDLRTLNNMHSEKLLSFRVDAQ
UHRF1 binding: blocks human UHRF1 binding to methylated DNA; Q96T88; UHRF1 binding to methylated oligo, TR-FRET; inhibition, % at 4.4 µM; 370,000 compounds, 0.75% hits; AID 687016; in the data active = inhibition above about 21%;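 note: UHRF1 SRA domain binding a hemimethylated CpG hairpin DNA probe; 0% = median of test compound wells and 100% = reference inhibitor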
PLCg1 inh: blocks human PLC-gamma1 enzyme activity. purified PLC-gamma1, fluorogenic substrate, fluorescence. inhibition, % at 12.2 µM. 370,000 compounds, 0.84% hits; in the data active = inhibition above about 9.5%
KLK7 zymogen act: activates the human kallikrein-7 zymogen. purified proKLK7, EDANS-DABCYL substrate fluorescence; 100% is mature enzyme control, 0% vehicle. activation, % at 7 µM. 370,000 compounds, 0.9% hits. AID 652039;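 active = activation above the mean of all tested compounds plus 3 SD, computed per campaign excluding outliers beyond control limits, cut at about 13% in these data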
PLCb3 inh: blocks human PLC-beta3 enzyme activity; Q01970; Purified PLC-beta3, fluorogenic substrate, fluorescence; inhibition, % at 12.2 µM; 370,000 compounds, 0.18% hits; AID 720704; in the data active = inhibition above about 11%;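 note: 0% = median of compound wells on plate and 100% = full blocker control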
ASAP1 inh: ASAP1 ArfGAP inhibition; ASAP1-stimulated ARF1 GTP hydrolysis, GDP FP detection; AID 624377; inhibition, % at 16.5 µM; 360,000 compounds, 0.19% hits; Q9ULH1; in the data active = inhibition above about 25%;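 note: 0% = vehicle with enzyme and substrate and 100% = no enzyme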
Target sequence (Q9ULH1 325-724 limits assumed): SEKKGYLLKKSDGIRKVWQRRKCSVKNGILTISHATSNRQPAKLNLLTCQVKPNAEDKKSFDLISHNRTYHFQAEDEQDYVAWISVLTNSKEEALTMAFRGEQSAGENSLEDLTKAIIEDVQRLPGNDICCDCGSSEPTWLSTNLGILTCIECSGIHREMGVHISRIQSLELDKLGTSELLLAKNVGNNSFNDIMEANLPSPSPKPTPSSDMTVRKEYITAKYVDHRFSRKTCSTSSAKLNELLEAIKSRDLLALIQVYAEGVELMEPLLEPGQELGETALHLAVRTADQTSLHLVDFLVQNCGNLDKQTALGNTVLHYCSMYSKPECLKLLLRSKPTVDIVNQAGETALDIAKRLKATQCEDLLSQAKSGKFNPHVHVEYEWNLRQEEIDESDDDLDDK
ARFGAP1 inhibitor: inhibitors of rat ARFGAP1; Q62848; Arfgap1-stimulated ARF1 GTP hydrolysis, GDP FP detection; inhibition, % at 16.5 µM; 360,000 compounds, 0.26% hits;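 active = inhibition above a per-plate limit, mean inhibition of low control wells plus 3 SD, cut at about 25% in these data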;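 note: 0% = DMSO wells with enzyme and 100% = wells lacking Arfgap1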
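Repeats: one replicate per compound; assay system: rat Arfgap1 catalytic domain, aa 1-136; times: enzyme reaction 120 min at 25 °C after 20 min preincubation; detection: FP of antibody-bound GDP Alexa 633 tracer, ex 620/em 688 nm; benchmarks: high control wells lacking Arfgap1, low control full reaction with DMSO; reagent: human ARF1(Δ1-17)-GTP substrate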
Active calls of the source: *; i = inactive; · = not tested or not shown. Some of the compounds tested. The share of hits here may be higher or lower than overall.

Each structure is followed by: Tn7 DDE FP, DDE Tn6 FP inh, HGIII-sPLA2 inh, Rev-erbA mod, UHRF1 binding, PLCg1 inh, KLK7 zymogen act, PLCb3 inh, ASAP1 inh, ARFGAP1 inhibitor
[1] COc1ccc(CCNCc2ccccn2)cc1OC
→ -4, -5, 4, -7, 2, 1, 0.3, -2, 3, -1
[2] COc1ccccc1CN1CCCCC1c1cccnc1 (stereo not drawn)
→ 2, -3, 6, -4, 2, -2, 0.0, -18, 14, 2
[3] CC(C)(C)C(=O)Cn1c(NCCCl)nc2ccccc21
→ -1, 6, -1, 3, 2, 4, -0.2, 0, -10, -1
[4] C=C[C@@]12CN(C)[C@H]3[C@H]1[C@@]1(C(=O)Nc4ccccc41)C1CC2[C@@H]3CO1
→ -1, 1, -5, -4, 1, 2, 0.4, 7, -4, 7
[5] CC12CN3CC(C)(CN(C1)C3c1cccs1)C2=O (stereo not drawn)
→ -2, 6, 8, -6, 3, 3, 0.4, -9, -5, 5
[6] N#C/C(=C\c1ccc(O)cc1)C(=O)O (tested in a mixture with another compound)
→ 4, -5, 1, -2, -1, 1, -0.2, 3, 3, 3
[7] COC(=O)C1=C(c2ccccc2OCc2ccccc2)C[C@@H]2CC[C@H]1N2C(=O)NCc1ccc(F)cc1
→ 6, -6, -15, 10, 0, -1, 0.4, 0, 9, -11
[8] O=P(OCC(F)(F)C(F)F)(N1CCOCC1)N1CCOCC1
→ 0, -9, 1, 0, 1, 0, 0.1, 0, 13, -3
[9] CCNC(=S)N(C)CCc1cc2c(c(OC)c1C=C1C(=O)N(C)C(=O)N(C)C1=O)OCO2
→ 1, -3, -1, -3, -2, -37, 1.8, -52, -15, 4
[10] Cc1nc2ccccn2c1P(=S)(N1CCCCC1)N1CCCCC1
→ 6, -1, 2, -1, 1, 0, -0.3, 3, 2, -8

Part of the list above, bar-delimited:
entry | compound | Tn7 DDE FP | DDE Tn6 FP inh | HGIII-sPLA2 inh | Rev-erbA mod | UHRF1 binding | PLCg1 inh | KLK7 zymogen act | PLCb3 inh | ASAP1 inh | ARFGAP1 inhibitor
2 | COc1ccccc1CN1CCCCC1c1cccnc1 (stereo not drawn) | 2 | -3 | 6 | -4 | 2 | -2 | 0.0 | -18 | 14 | 2
3 | CC(C)(C)C(=O)Cn1c(NCCCl)nc2ccccc21 | -1 | 6 | -1 | 3 | 2 | 4 | -0.2 | 0 | -10 | -1
4 | C=C[C@@]12CN(C)[C@H]3[C@H]1[C@@]1(C(=O)Nc4ccccc41)C1CC2[C@@H]3CO1 | -1 | 1 | -5 | -4 | 1 | 2 | 0.4 | 7 | -4 | 7
5 | CC12CN3CC(C)(CN(C1)C3c1cccs1)C2=O (stereo not drawn) | -2 | 6 | 8 | -6 | 3 | 3 | 0.4 | -9 | -5 | 5
6 | N#C/C(=C\c1ccc(O)cc1)C(=O)O (tested in a mixture with another compound) | 4 | -5 | 1 | -2 | -1 | 1 | -0.2 | 3 | 3 | 3
7 | COC(=O)C1=C(c2ccccc2OCc2ccccc2)C[C@@H]2CC[C@H]1N2C(=O)NCc1ccc(F)cc1 | 6 | -6 | -15 | 10 | 0 | -1 | 0.4 | 0 | 9 | -11
8 | O=P(OCC(F)(F)C(F)F)(N1CCOCC1)N1CCOCC1 | 0 | -9 | 1 | 0 | 1 | 0 | 0.1 | 0 | 13 | -3
9 | CCNC(=S)N(C)CCc1cc2c(c(OC)c1C=C1C(=O)N(C)C(=O)N(C)C1=O)OCO2 | 1 | -3 | -1 | -3 | -2 | -37 | 1.8 | -52 | -15 | 4
10 | Cc1nc2ccccn2c1P(=S)(N1CCCCC1)N1CCCCC1 | 6 | -1 | 2 | -1 | 1 | 0 | -0.3 | 3 | 2 | -8

(cont.)
Each structure is followed by: Tn7 DDE FP, DDE Tn6 FP inh, HGIII-sPLA2 inh, Rev-erbA mod, UHRF1 binding, PLCg1 inh, KLK7 zymogen act, PLCb3 inh, ASAP1 inh, ARFGAP1 inhibitor
[11] O=C(c1cc(F)ccc1F)C1CCCN(Cc2cccc(Cl)c2)C1 (stereo not drawn)
→ 2, 6, 2, 0, 2, 5, -0.6, 5, 6, -1
[12] N=C1c2ccccc2CN1c1ccc(F)c([N+](=O)[O-])c1
→ 1, 3, 6, 1, 1, 0, 0.2, -7, 7, -3
[13] Cc1ccc2c(c1)C1CN(C)CCC1N2C(=O)Cc1cccs1 (stereo not drawn)
→ -1, 1, 3, 5, 0, -2, -0.4, -3, -4, 0
[14] CC(C)Oc1cc(-n2c(=S)[nH]c3ccccc3c2=O)c(Cl)cc1Cl
→ 3, 3, 7, 4, -2, 1, 0.2, -1, 9, -9
[15] O=NN(CCF)C(=O)NC1CCC(=O)NC1=O (stereo not drawn)
→ -2, 1, 1, -10, -8, -4, -0.3, 1, 10, 5
[16] CN(C(=O)Cc1ccc2c(c1)OCO2)C1CCCN(Cc2ccccc2F)C1 (stereo not drawn)
→ -6, -6, -2, -1, -2, 6, 0.0, -2, 0, 8
[17] O=C(O)c1[nH]c(=O)[nH]c(=O)c1F
→ 8, -6, 11, 1, 3, 0, 0.2, -7, 10, -5
[18] CCOC(=O)c1cc(C)sc1/N=C/C1C(=O)NC(=S)NC1=O
→ 0, -11, 13, -3, 2, -14, 0.1, -14, 8, 11
[19] COC12C(COC(N)=O)C3=C(C(=O)C(C)=C(N)C3=O)N1CC1C2N1C (stereo not drawn)
→ -1, 5, 2, -4, -5, -2, 0.2, 3, 7, 3
[20] Clc1ccc(OCC#CCN2CCCCCC2)cc1
→ 1, 6, -3, 0, 1, 2, -0.3, -4, 7, -8

(listing goes on)
Each structure is followed by: Tn7 DDE FP, DDE Tn6 FP inh, HGIII-sPLA2 inh, Rev-erbA mod, UHRF1 binding, PLCg1 inh, KLK7 zymogen act, PLCb3 inh, ASAP1 inh, ARFGAP1 inhibitor
[21] COc1ccc(C(C)=O)cc1CC(C(=O)c1ccc(Br)cc1)N(C)C (stereo not drawn)
→ 7, 6, -2, 2, 2, -6, -0.4, -7, -3, -6
[22] c1cc2c(cc1N1CCCCC1)C1CC2CCN1 (stereo not drawn)
→ 2, 2, 2, -3, 0, -1, 0.4, -2, 15, 1
[23] C[C@]12CCC3[C@@H](CCC4=CC(=O)CC[C@@]43C=O)C1CCC2=O (stereo partly drawn)
→ 3, -1, -2, 3, 2, 1, 0.0, -8, 7, 9
[24] Cc1cc(N2CCNC[C@H]2C)ccc1N1CC[C@H](O)C1
→ 0, 7, -1, -5, -4, 0, 1.1, -3, -2, 0
[25] CC(C)(C)C(=O)N1Cc2cc(-c3ccccc3)ccc2-n2nncc2C1
→ 2, -3, -3, 2, 1, 1, 0.1, 0, 0, 8
[26] CCC(=NCc1cc(OC)cc(OC)c1)c1c(O)n(C)c(=O)n(C)c1=O
→ -5, 1, 3, 8, 1, -2, 0.5, -1, 5, 3
[27] CCOCCCn1c(N)c(C(=O)Nc2sc3c(c2C(=O)OC)CCCC3)c2nc3ccccc3nc21
→ -8, -8, -26, 0, 14, i, 28*, i, 34*, 25*
[28] O=P(/C(=N/O)N1CCOCC1)(N1CCOCC1)N1CCOCC1
→ -4, 5, -4, 2, 9, 0, 0.0, 3, -7, 3
[29] CCC(C)(C)n1nnnc1CN1CCC(n2c(C)nc3cc(C(F)(F)F)ccc32)CC1
→ -4, -1, 3, -1, 0, 3, -0.4, 2, -9, 0
[30] CCOc1ccc(CNCCc2ccc3c(c2)OCO3)cc1
→ 6, -3, 9, -2, 3, 2, -0.8, -6, 4, 4

(more compounds)
Each structure is followed by: Tn7 DDE FP, DDE Tn6 FP inh, HGIII-sPLA2 inh, Rev-erbA mod, UHRF1 binding, PLCg1 inh, KLK7 zymogen act, PLCb3 inh, ASAP1 inh, ARFGAP1 inhibitor
[31] COc1ccc(C(=O)C2CCCN(Cc3cccc(C)n3)C2)c(OC)c1 (stereo not drawn)
→ 3, -1, 1, 0, 5, -1, 0.7, -7, 3, -8
[32] CCOC(=O)CC1c2ccccc2-n2nncc2CN1C (stereo not drawn)
→ 8, 6, 0, 2, 3, 2, -0.4, 0, 7, 10
[33] COC(=O)CSC1=NN1c1cc(C)nc(N)n1
→ -2, 3, 0, -11, 3, 0, 0.6, 3, -12, 2
[34] O=C(c1ccc(N2CCCCCC2)c([N+](=O)[O-])c1)N1CCC2(CC1)OCCO2
→ -5, 3, -3, -3, -4, 2, 0.0, 3, 8, 0
[35] N#CCC[C@@H]1CC[C@]2(CCCN(Cc3ccncc3)C2)O1
→ 9, 1, 3, 1, 1, -2, 0.0, -2, ·, ·
[36] CC12CCC(=O)CC1CCC1C2C(=O)CC2(C)C1CCC2(C)O (stereo not drawn)
→ 6, -1, 0, -2, -1, 2, 0.1, -2, -12, -1
[37] CCOc1cc(C2NCc3ccccc3-n3cccc32)ccc1OC (stereo not drawn)
→ -3, 0, -2, 8, 1, 4, -0.2, 0, 2, 2
[38] COc1ccc(CCn2c(O)c(C=NC3CC3)c(=O)[nH]c2=O)cc1OC
→ 4, 7, -3, 2, 0, 0, 0.3, -1, -6, 0
[39] COc1ccc(CNCC(=O)N2CCC3(CC2)OCCO3)cc1
→ 3, 4, -1, -2, 0, 2, -1.4, 1, -2, -12
[40] O=c1[nH]c(O)c(N=Nc2ccc(SC(F)F)cc2)c(=O)[nH]1
→ -3, -3, -3, -6, -4, -3, -0.1, -15, 11, 2

Next structures follow:
Each structure is followed by: Tn7 DDE FP, DDE Tn6 FP inh, HGIII-sPLA2 inh, Rev-erbA mod, UHRF1 binding, PLCg1 inh, KLK7 zymogen act, PLCb3 inh, ASAP1 inh, ARFGAP1 inhibitor
[41] Cc1cc(C)cc(OCCOc2cccc(C=C3C(=O)NC(=O)NC3=O)c2)c1
→ 2, 3, 5, 5, -4, -5, 0.2, -10, 3, -10
[42] NC(=O)c1ccc(C(=O)Nc2ccc([As](=O)(O)O)cc2)cc1
→ 4, -1, 2, 2, 1, -1, 0.1, 3, 3, 9
[43] Cc1ccccc1-n1c(O)c(C=Nc2ccc3c(c2)OCO3)c(=O)[nH]c1=O
→ 1, -3, 7, 2, -12, -9, -5.9, -16, 2, -2
[44] C=CCn1c(=O)c(C=Nc2cccnc2Cl)c(O)n(CCCC)c1=O
→ 4, 6, -5, 1, -5, 0, -1.2, 0, 0, -1
[45] Cc1ccc(S(=O)(=O)NC(CC(=O)N2CCC3(CC2)OCCO3)c2ccco2)cc1 (stereo not drawn)
→ 0, 2, 10, -5, 4, 7, 0.2, 8, -17, 4
[46] COC(=O)CN1C(=O)C2(C(C(=O)OC)=C(N)Oc3ccccc32)C2=C1CC(C)(C)CC2=O (stereo not drawn)
→ -4, -1, -3, -6, -1, 1, -0.6, 4, 3, 8
[47] Cc1nonc1OCCNc1ccc([N+](=O)[O-])c2cccnc12
→ 5, -8, -3, 11, -6, 2, 0.3, 0, 2, 2
